# High-throughput results as filed in PubChem BioAssay.
# SV40 large T antigen: TAg ATPase/helicase activity blockers – biochemical (AID 1903). inhibition, % at 20 µM; hits with a dose series show IC50 in µM. SV40 large T antigen ATPase/helicase inhibition assay; higher % means a stronger effect. 0.39% of 310,000 active; in the data active = a potency from the dose series; inconclusive = inhibition mostly from about 32% at the one dose, without a potency; inactive = the rest, 99 in 100 with inhibition below about 32%; also: strong numbers were not always called active
# Salmonella PhoP GFP: PhoP-dependent GFP reporter repression – Salmonella Typhimurium, primary screen (AID 1863); S. Typhimurium PhoP-regulated promoter GFP reporter, 4 h; higher % means a stronger effect; one-dose inhibition, % at 50 µM; IC50 in µM for titrated hits; 0.16% of 300,000 active;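 active = inhibition over 29.93%, a cutoff 3 SD above the screen mean, later confirmed by dose response; inconclusive = inhibition over 29.93% but no dose response follow-up; inactive = inhibition at most 29.93% or unconfirmed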;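 also: 0% = low Mg2+ inducing control and 100% = high Mg2+ repressing control; strong numbers were not always called active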
# NTR1 agonist: NTR1-driven beta-arrestin-GFP spot formation – imaging, U2OS cells, high content, primary screen (AID 493036); P30989; 0.17% of 330,000 active; agonist mode; activation, % at 20 µM;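 active = activation at or above 40% of the spot to cytoplasm intensity ratio, with at least 20 cells analyzed; inconclusive = wells under 20 cells, flagged as cytotoxic or low count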;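 also: 0% = DMSO without peptide and 100% = 100 nM NTR1 peptide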
# Target sequence (P30989 whole entry, looked up): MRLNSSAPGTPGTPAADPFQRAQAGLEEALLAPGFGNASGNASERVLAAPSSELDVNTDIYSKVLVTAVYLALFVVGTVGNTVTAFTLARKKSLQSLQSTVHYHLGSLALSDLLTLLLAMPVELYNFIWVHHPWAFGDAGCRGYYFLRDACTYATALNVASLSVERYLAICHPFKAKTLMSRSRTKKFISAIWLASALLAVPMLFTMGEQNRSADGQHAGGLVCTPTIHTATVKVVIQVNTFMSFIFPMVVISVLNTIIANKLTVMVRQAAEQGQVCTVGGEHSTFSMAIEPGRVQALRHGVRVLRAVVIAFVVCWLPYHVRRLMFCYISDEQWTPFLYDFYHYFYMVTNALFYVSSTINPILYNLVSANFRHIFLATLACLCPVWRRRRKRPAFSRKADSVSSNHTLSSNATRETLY
# RSV antiviral HEp-2: inhibition of RSV-induced cytopathic effect – HEp-2 cells, primary 10 µM value included (AID 2391). HEp-2 cells, RSV-induced CPE inhibition; higher % means a stronger effect. CPE inhibition, % at 10 µM, or IC50 in µM where a hit was titrated. 0.13% of 310,000 active; in the data active = a potency from the dose series; inconclusive = CPE inhibition mostly from about 23% at the one dose, without a potency; inactive = the rest, 99 in 100 with CPE inhibition below about 21%; also: strong numbers were not always called active
# T cell modulator: T cell immune modulators affecting CD8 T cell-vesicle binding; 0.068% of 330,000 active; 2C CD8+ T cell-vesicle binding, flow cytometry; hits give low values; calls only at 7 µM;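 active = response, share of CD8 T cells binding vesicles, and their 90th percentile fluorescence all below set limits, cut at about 80% in these data, passing the limit was not always enough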
#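 Material: murine 2C transgenic CD8+ T lymphocytes / Also added: QL9-peptide-loaded Drosophila micro-vesicles bearing Ld, ICAM-1 and B7-1 / Schedule: binding step 1.5 h, 37 °C, antibody labelling 20 min, ice / Signal: flow cytometry, PE anti-B7-1 (FL2) versus Alexa647 anti-CD8 (FL8), PFA-fixed / Evaluation: percent CD8+ FL2 mean versus row control / Benchmarks: naked versus QL9-loaded vesicles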
# Myeloid diff 2: compounds promoting myeloid differentiation; ER-HoxA9 myeloid progenitors, lysozyme-GFP differentiation, flow cytometry; calls only at 10 µM; 1% of 360,000 active; AID 624256;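 active = normalized GFP-positive differentiation at or above the plate's own cutoff, the solvent-only control mean plus 3 SD; inconclusive = no clear call, values can overlap the other calls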;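 also: cells exposed to compound for four days before flow analysis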
# TNAP activation fold: stimulation of alkaline phosphatase TNAP activity – biochemical, luminescent, no phosphate acceptor, uHTS, primary screen (AID 1001); purified TNAP, luminescent activation assay, no phosphate acceptor; higher activation fold means a stronger effect; activation fold at 20 µM; hits with a dose series show EC50 in µM; 0.03% of 200,000 active; in the data active = activation fold from about 3, or a potency from the dose series; inactive = the rest, 99 in 100 with activation fold below about 1.6; also: many of its hits are not listed in these tables
# Rac1 GTP hydrolysis: MgcRacGAP GTPase-activating activity inhibitors, confirmation, biochemical, ADP Hunter fluorescence. MgcRacGAP-stimulated Rac1 GTP hydrolysis, ADP Hunter fluorescence; higher % means a stronger effect; GST-tagged Rac1 F28L mutant substrate. 0.6% of 340,000 active. inhibition, % at 30 µM; hits with a dose series show IC50 in µM;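 active = first-screen hits whose inhibition reached a set limit at any dose in the follow-up dose series; inconclusive = inhibition above the set first-screen limit but never retested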;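 also: fluorescence reports GDP produced by GAP-driven GTP hydrolysis; strong numbers were not always called active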
# UTI89 phage lysis: protection from phage-mediated lysis, alamar blue read-out – E. coli UTI89, K1F phage, bacterial capsule biogenesis inhibitors (AID 488966). E. coli UTI89 K1F phage lysis, alamar blue, 2 h; higher % means a stronger effect. inhibition, % at 100 µM; hits with a dose series show IC50 in µM. 0.02% of 340,000 active;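 active = phage lysis inhibition, versus mean bacterial control, above a set limit; inconclusive = no clear call, values can overlap the other calls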;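 also: capsule biogenesis inhibitors block K1F phage lysis so surviving cells raise fluorescence; higher fluorescence means more inhibition of phage lysis; actives were called in the ten point dose series up to 300 µM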
# T cell modulator vesicle-bound %: further read-out of T cell modulator, marked with its call; double positive events, %; measured here: CD8+ vesicle-bound cell fraction;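 binding gate set so that unloaded-vesicle control wells show 10% double positive cells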
# NTR1 agonist cell count 20 µM: further read-out of NTR1 agonist, marked with its call; cell count; measured here: cell count, cytotoxicity flag
# Myeloid diff 2 GFP+ MAC1+ %: further read-out of Myeloid diff 2, marked with its call; GFP+ MAC1+ double positive, %; measured here: differentiation confirmed by MAC1 staining
# Active calls of the source: *; i = inactive; ? = inconclusive; . = no result given; [ ] = another dose, or the depositor's remark.
Compound,Myeloid diff 2,NTR1 agonist cell count 20 µM,RSV antiviral HEp-2,Myeloid diff 2 GFP+ MAC1+ %,Rac1 GTP hydrolysis,T cell modulator,Salmonella PhoP GFP,NTR1 agonist,SV40 large T antigen,T cell modulator vesicle-bound %,TNAP activation fold,UTI89 phage lysis
COc1ccc(-c2noc(CCc3ccccc3)n2)cc1,i,49,8.3%,0.2,13%,i,-1%,2.1,16%,66,1.2,0.3%
COCCN1CCn2c(nc3cc(Nc4nnc(C)c5ccccc45)ccc32)C1,i,49,0.5%,1.4,-2%,i,0%,-0.7,12%,52,.,-1.0%
O=S1(=O)Nc2c(ccc3cccnc23)-c2ccccc21,i,33,19%,8.7,6%,i,7.7µM*,3.1,17%,20,0.8,1.8%
O=c1c2ccccc2nc(SCc2nc3ccccc3s2)n1CCCO,i,38,15%,0.9,5%,i,0%,13,2%,44,1.8,1.5%
C=Cn1cc[n+](CC(=O)c2ccc(-c3ccccc3)cc2)c1,i,54,10%,1.5,14%,i,-3%,1.2,-6%,48,.,1.0%
Cc1c(Cl)cccc1Nc1nc(N)nc(CN2CCCCCC2)n1,i,51,0.4%,0.9,5%,i,-3%,2.5,5%,56,1,5.9%
O=C(CSC(=S)N1CCCC1)Nc1ccc(Br)cc1Cl,i,67,0.0%,0.3,7%,i,3%,5.5,11%,52,.,0.3%[50 µM]
c1ccc(Nc2c3c(nc4ncnn24)CCC3)cc1,i,57,7.8%,6.2,2%,i,4%,-2.1,-7%,14,1.1,-0.9%
O=C(Cc1nnc(NC(=O)c2ccccc2)s1)N/N=C\c1ccc(O)c(O)c1,i,52,1.3%,0.8,?,i,0%,0.8,21µM*,58,.,0.8%
Cc1cc2nnc(SCC(=O)Nc3cccc(S(=O)(=O)N4CCOCC4)c3)n2c2ccccc12,i,40,11%,0.4,9%,i,0%,1.3,1%,50,1,1.0%
Cc1c(OCC(=O)NCCCN2CCCC2=O)ccc2c3c(c(=O)oc12)CCC3,i,68,0.2%,5.9,15%,i,0%,0.3,8%,29,.,-0.2%
CN1CCCC(OC(=O)c2cc(Cl)cc(Cl)c2)C1 (stereo not given),i,51,2.9%,0.3,-1%,i,-10%,0.1,3%,37,1.1,8.3%
O=C(O)Cn1nnnc1SCC(=O)Nc1ccc(OC(F)(F)F)cc1,i,53,1.7%,1.0,2%,i,-6%,1.0,-3%,30,1.1,0.7%
CCN(CC)Cc1cc(NC2=NS(=O)(=O)c3ccccc32)ccc1OC(=O)c1ccccc1,i,92,0.1%,0.1,11%,i,-5%,-0.2,8%,9,1.1,0.8%
C=CCc1cccc(CNc2nc3ccccc3n2C(C)C)c1O,i,61,4.8%,1.4,3%,i,1%,6.5,3%,26,1.1,0.5%
CC(C)Cc1nnc(NC(=O)Nc2ccccc2)s1,i,59,18%,0.3,3%,i,-5%,-0.4,1%,27,1,0.2%
COc1ccc(CNc2nc3c(c(=O)[nH]c(=O)n3C)n2CCCc2ccccc2)cc1,i,45,-1.3%,0.7,10%,i,30%,1.6,-7%,21,1.2,1.3%
CC(CCc1ccccc1)NC(=O)COC(=O)c1ccc([N+](=O)[O-])cc1 (stereo not given),i,99,3.7%,0.3,8%,i,-4%,-1.7,3%,42,.,0.3%
O=C(N/N=C/c1ccc([N+](=O)[O-])o1)c1cc2c(ccc3ccccc32)o1,?,.,.,.,4%,.,-12%,.,6%,.,0.9,-0.6%
O=C(CSc1nnc2ccc(-c3ccc(Br)cc3)nn12)NCC1CCCO1 (stereo not given),i,62,0.4%,0.7,8%,i,8%,1.8,4%,38,.,0.6%[50 µM]
CC(=O)Nc1ccc(C(=O)CSc2nnc(-c3ccc(O)cc3)n2CC2CCCO2)cc1 (stereo not given),i,48,-0.1%,5.6,7%,i,-9%,0.1,12%,23,1.1,2.4%
CCO[C@@H]1OC(C(N)=O)=C[C@H](c2coc3ccccc3c2=O)[C@H]1CCCO,i,66,1.6%,0.6,1%,i,-2%,1.3,17%,25,.,0.4%
CCc1ccc(C(=O)COc2ccc(NC(C)=O)cc2)cc1,i,54,9.6%,2.7,7%,i,9%,1.0,7%,18,1.1,0.7%
CCOc1ccc(NC(=O)NCc2ccc3c(c2)OCO3)cc1,i,57,1.6%,0.9,9%,i,7%,-1.1,-8%,56,.,2.5%[50 µM]
CS(=O)(=O)N1CCN(c2nc3ccc(Cl)cc3s2)CC1,i,62,1.0%,0.3,2%,i,1%,0.2,12%,38,.,-0.5%
COc1ccc(OCC(=O)OCC(=O)NCC2CCCCC2)cc1,i,69,1.8%,0.4,-6%,i,.,0.3,.,25,.,0.2%[50 µM]
CC(=O)Nc1cccc(-c2cnc3ccccc3n2)c1,i,57,0.3%,1.0,6%,i,10%,2.7,5%,49,1.1,1.3%
COc1ccc(C(=O)Nc2ccccc2C(=O)N2CCOCC2)cc1Br,i,47,1.7%,0.7,8%,i,-8%,2.7,5%,12,.,0.2%
CCOC(=O)Cn1c(=O)oc2cc(S(=O)(=O)NC3CCCc4ccccc43)ccc21 (stereo not given),i,54,-0.2%,2.1,-1%,i,5%,6.3,4%,33,1.2,-1.6%
CCN(C(=O)COc1cccc(-n2cnnn2)c1)C1CCS(=O)(=O)C1 (stereo not given),i,41,.,1.3,3%,i,.,-1.5,.,43,.,-3.1%
Cc1c(NC(=O)C2(c3ccc(Cl)cc3)CCCC2)c(=O)n(-c2ccccc2)n1C,i,91,-0.1%,1.4,4%,i,-12%,-2.9,9%,23,1.1,0.0%
Cc1c(C(=O)NCc2c(F)cc(F)cc2F)oc2ccc(S(=O)(=O)N3CCOCC3)cc12,i,55,2.9%,0.6,2%,i,-4%,-0.3,4%,50,.,0.4%
CCc1ccc2nc(N(CCCN(C)C)C(=O)c3ccc(C(=O)c4ccccc4)cc3)sc2c1,i,52,53%,3.6,0%,i,-4%,13,19%,25,.,4.4%[50 µM]
CN(Cc1ccccc1)c1nc2c(c(=O)[nH]c(=O)n2C)n1CCSc1nc2ccccc2[nH]1,i,51,1.4%,1.6,6%,i,-4%,4.9,22%,33,0.9,1.3%
NC(=O)c1cnn(-c2cccc(Cl)c2)c1N,i,65,0.7%,0.7,0%,i,-4%,0.9,8%,48,.,0.0%
Cc1ccc(C(=O)CCC(=O)OCC(=O)NNC(=O)c2ccc([N+](=O)[O-])cc2)cc1,i,64,1.5%,1.8,6%,i,.,-0.2,.,35,.,0.1%[50 µM]
O=Cc1ccc(-c2cccc(C(=O)O)c2)o1,i,98,0.4%,0.1,4%,i,-4%,2.0,9%,47,1.2,0.5%
Cc1cc(NC(=O)c2ccccc2F)n(C(C)(C)C)n1,i,40,1.2%,0.5,.,i,-9%,-0.6,9%,43,.,.
O=C(CC(Cc1ccccc1)C(=O)O)Nc1ccc(F)cc1 (stereo not given),i,62,-1.1%,0.4,13%,i,5%,0.5,3%,34,.,0.1%
CCOC(=O)[C@H]1[C@H]2COc3ccc(Br)cc3[C@@H]2N2C(=O)CN(Cc3ccc(Cl)cc3)C(=O)[C@@]12C,i,68,.,1.2,6%,i,.,-0.4,.,16,.,1.5%
COc1cccc(CNC(=O)Cn2c(=O)oc3ccccc32)c1OC,i,54,1.7%,2.0,-3%,i,-8%,1.5,6%,36,1,0.3%
N#Cc1nc(COc2cccc(Cl)c2)oc1N1CCCC1,i,60,2.8%,1.0,5%,i,2%,-2.4,-2%,15,1.2,-1.1%
O=C(N/N=C/c1ccc2c(c1)OCCO2)c1ccncc1,i,56,4.1%,0.5,12%,i,-5%,-0.6,9%,30,.,0.6%
O=c1oc2cccnc2n1CCS(=O)(=O)c1ccc(F)cc1,i,61,.,2.1,-16%,i,0%,0.6,13%,60,.,-1.8%
CCOC(=O)/C=C/C(=O)N1CCc2ccccc21,i,73,3.4%,0.3,-5%,i,4%,-1.2,3%,23,1.1,0.5%
CC(=O)c1c(-c2ccccc2)c2ccccc2[nH]c1=O,i,37,2.7%,0.5,10%,i,0%,-0.9,0%,38,1.1,0.1%
Cc1ccc(S(=O)(=O)N2CCC3(CC2)OCCO3)s1,.,54,1.3%,.,8%,i,-5%,-0.2,17%,12,.,-0.6%[50 µM]
Cc1cc(C(=O)OCC(=O)Nc2cccc(S(=O)(=O)N(C)C)c2)c2ccccc2n1,i,103,-0.3%,0.2,4%,i,-3%,-0.3,7%,41,1,-0.8%
CCOc1ccccc1OCC(=O)Nc1c(C)n(C)n(-c2ccccc2)c1=O,i,71,0.0%,2.3,5%,i,.,-0.4,.,33,.,0.3%[50 µM]
COc1ccc(C(=O)NNC(=O)OC(C)(C)C)cc1,i,54,-0.1%,1.2,11%,i,1%,2.2,13%,34,.,0.2%
CCOC(=O)c1sc(NC(=O)c2ccco2)c(C#N)c1C,i,68,4.9%,1.3,4%,i,6%,2.5,7%,17,1,1.4%[50 µM]
O=C(NCc1ccc[n+](CCCCS(=O)(=O)[O-])c1)c1ccc(OC(F)F)cc1,.,71,0.9%,.,.,i,-2%,-1.1,-1%,57,1.1,.
COc1ccc(N(C)S(=O)(=O)c2ccc3c(c2)NC(=O)CO3)c(OC)c1,i,73,1.5%,5.1,-35%,i,-10%,-0.9,3%,10,.,-0.1%
Cc1cccc(N(C(=O)Nc2ccc(Cl)cc2)C2=NCC(C)S2)n1 (stereo not given),i,62,2.8%,0.3,7%,i,-2%,0.8,3%,50,1,0.5%
